Screening results: PubChem, Sanford-Burnham Center for Chemical Genomics
TIM10 inh = growth inhibitors of isogenic TIM10 control yeast, primary screen, counter-screen for tim10-1 yeast inhibitor project, luminescence, uHTS | inhibition, % at 10 µM | S. cerevisiae TIM10 strain growth, BacTiter-Glo luminescence, 24 h | 1.4% of 330,000 active;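 active = inhibition of 40% or more at the single tested concentration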;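 note: wild-type TIM10 isogenic control strain grown at permissive 25 °C; 0% = DMSO yeast wells and 100% = minimal medium wells without yeast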
mIAP block = inhibitors of mouse IAP, primary screen, biochemical, luminescence, uHTS. intestinal alkaline phosphatase [Mus musculus]. purified mouse IAP, CDP-Star luminescence, 30 min. inhibition, % at 10 µM. 0.2% of 330,000 active;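 active = inhibition of at least 40% at 10 µM in the primary screen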;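 note: plate controls were DMSO with enzyme for no effect and no enzyme wells for full effect; values of inactives mirror those of a sister screen read the other way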
hIAP block = human IAP inhibitors, primary screen, biochemical, luminescence, uHTS; Intestinal-type alkaline phosphatase (Homo sapiens), P09923; purified IAP, CDP-Star luminescence, 30 min; inhibition, % at 10 µM; 0.12% of 330,000 active; AID 2544, 2010;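 active = inhibition reaching a set limit with compound at 10 µM in the primary screen, cut at about 35% in these data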;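 note: plate controls were DMSO wells with enzyme for no effect and no-enzyme buffer wells for full effect; values of inactives mirror those of a sister screen read the other way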
Target sequence (P09923 whole entry, looked up): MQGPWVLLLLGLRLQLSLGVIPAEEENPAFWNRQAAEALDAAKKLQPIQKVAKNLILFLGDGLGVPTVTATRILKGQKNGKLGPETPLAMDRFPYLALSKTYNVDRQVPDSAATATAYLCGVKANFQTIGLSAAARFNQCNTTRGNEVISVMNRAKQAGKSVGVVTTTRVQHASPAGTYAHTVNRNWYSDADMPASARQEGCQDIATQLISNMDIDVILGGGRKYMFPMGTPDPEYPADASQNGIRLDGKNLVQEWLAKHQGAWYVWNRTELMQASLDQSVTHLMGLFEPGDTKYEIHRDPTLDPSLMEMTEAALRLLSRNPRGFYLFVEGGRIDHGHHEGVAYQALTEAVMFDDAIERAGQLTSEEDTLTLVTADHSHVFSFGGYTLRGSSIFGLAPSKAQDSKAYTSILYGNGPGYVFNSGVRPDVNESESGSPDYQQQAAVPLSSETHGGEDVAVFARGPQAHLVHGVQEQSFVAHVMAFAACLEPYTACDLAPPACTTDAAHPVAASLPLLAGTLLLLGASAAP
APOBEC3A inh = APOBEC3A ssDNA deaminase inhibitors, primary screen, selectivity assay for APOBEC3G inhibitor project, biochemical, FAM/TAMRA oligo cleavage fluorescence; DNA dC->dU-editing enzyme APOBEC-3A (Homo sapiens), P31941; recombinant A3A, FAM/TAMRA ssDNA deamination fluorescence; 0.41% of 330,000 active; inhibition, % at 20 µM; AID 493011, 2011;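 active = at least 40% inhibition at 20 µM here, with at most 30% in a related deaminase screen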;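 note: plate controls were A3A with DMSO for no effect and wells lacking A3A enzyme for full effect; some results filed as inactive read as strong as hits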
A3G deaminase = APOBEC3G DNA deaminase inhibitors, primary screen, biochemical, fluorescence, single-stranded DNA substrate, uHTS; 0.28% of 330,000 active; inhibition, % at 20 µM; recombinant A3G, ssDNA deamination FAM/TAMRA fluorescence; DNA dC->dU-editing enzyme APOBEC-3G (Homo sapiens), Q9HC16;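 active = inhibition of at least 40% at 20 µM, with no more than 30% in the related APOBEC3A deaminase screen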;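 note: plate controls were DMSO wells with A3G for no effect and wells lacking A3G enzyme for full effect; some compounds called inactive have numbers as strong as hits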
Target sequence (Q9HC16 whole entry, looked up): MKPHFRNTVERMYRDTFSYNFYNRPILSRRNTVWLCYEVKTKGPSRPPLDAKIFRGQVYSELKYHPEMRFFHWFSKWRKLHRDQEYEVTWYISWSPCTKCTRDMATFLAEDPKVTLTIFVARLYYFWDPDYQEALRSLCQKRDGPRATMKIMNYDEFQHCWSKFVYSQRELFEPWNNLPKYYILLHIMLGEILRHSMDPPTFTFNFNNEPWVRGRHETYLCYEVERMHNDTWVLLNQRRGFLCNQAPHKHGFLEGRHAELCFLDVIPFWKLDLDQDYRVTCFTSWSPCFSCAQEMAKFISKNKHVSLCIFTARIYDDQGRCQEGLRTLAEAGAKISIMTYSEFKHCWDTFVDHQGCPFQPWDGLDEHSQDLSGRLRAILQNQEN
NALP3 yeast inh = NALP3 inflammasome inhibitors in reconstituted yeast, primary screen, luminescence, uHTS. Yeast reconstituted NLRP3/ASC/caspase-1, beta-gal luminescence, 24 h. 0.39% of 330,000 active. inhibition, % at 10 µM;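 active = inhibition of 50% or more; inactive = inhibition below 50%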;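 note: plate controls were induced DMSO wells for no effect and uninduced yeast grown without galactose for full effect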
mIAP activ = activators of mouse IAP, primary screen, biochemical, luminescence, uHTS | 0.24% of 330,000 active | activation factor at 10 µM | AID 2805, 2010 | muIAP, CDP-Star luminescence, 30 min; hits give high values; 1 = vehicle-only enzyme signal, 0 = enzyme-free wells;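 active = activation factor of at least 2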; note: the source names both 10 and 20 µM as test concentration; values of inactives mirror those of a sister screen read the other way
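System: Mouse IAP enzyme | Also added: CDP-Star substrate | Dosing: Compounds dispensed in DMSO | Schedule: 30 min enzyme-substrate-compound incubation at room temperature | Technique: Chemiluminescence readout | Control set: DMSO-only wells and no-enzyme negative control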
MIN6 prolif = inducers of MIN6 beta-cell proliferation, primary screen, ATP luminescence, uHTS | proliferation, % at 10 µM | MIN6 cells proliferation, ATPlite luminescence, 48 h; cells starved in 0.2% serum; 100% = growth in 10% serum | AID 2380, 2010 | 0.29% of 330,000 active;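 active = compounds whose signal lies at least 3.5 SD above the mean of all wells on their plate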;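 note: 0% = DMSO-treated cells in low-serum medium and 100% = 10% serum control; some compounds called inactive have numbers as strong as hits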
tim10-1 inh = growth inhibitors of tim10-1 mutant yeast, primary screen, luminescence, uHTS; S. cerevisiae tim10-1 ts strain growth, BacTiter-Glo, 24 h; inhibition, % at 20 µM; 2.2% of 330,000 active; AID 463190, 2010;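 active = inhibition of at least 40%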;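 note: mutant grown at 25 °C; 0% = DMSO wells with yeast and 100% = wells holding no yeast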
An asterisk follows results filed as active.

Compound	TIM10 inh	mIAP block	hIAP block	APOBEC3A inh	A3G deaminase	NALP3 yeast inh	mIAP activ	MIN6 prolif	tim10-1 inh
COc1ccc(C(=O)Nc2nc(CC(=O)NCCc3cccc(OC)c3)cs2)cc1	1	4	-11	0	-6	3	0.96	-2	13
O=C(COc1ccccc1Cl)Nc1nnc(S(=O)(=O)N2CCCC2)s1	12	8	3	-2	-13	19	0.92	-1	1
CCOC(=O)c1sc(C)c(C(=O)NCC(C)(C)CN(C)C)c1N	3	1	1	1	-2	13	0.99	-2	3
CCN1C(=O)c2ccccc2Sc2ccc(C(=O)NCCCN3CCCCC3)cc21	3	3	-22	-5	-10	8	0.97	-5	11
COc1cccc(NS(=O)(=O)c2cn(C)c(=O)n(C)c2=O)c1	4	-6	16	1	-4	3	1.1	4	5
C/C(=N/NC(=O)CNC(=O)CCc1ccccc1)c1ccc(Cl)cc1	-1	4	3	4	20	15	0.96	1	21
CCOC(=O)CP(=O)(c1ccccc1)c1ccccc1	2	3	9	6	11	15	0.97	-3	14
FC(F)(F)c1cc(Nc2ccccc2)nc(-c2ccccn2)n1	35	5	-15	-2	-6	37	0.95	0	22
Fc1cc(Br)ccc1NC(=S)NCCc1ccccc1	32	-119	-8	-1	-5	39	2.2*	-3	-6
CC(=O)Nc1cc(NC(C)=O)cc(C(=O)OCC(=O)Nc2ccc(S(=O)(=O)NC3=NCCCCC3)cc2)c1	7	6	-11	6	-1	-6	0.94	1	2
O=C(O)c1c2c(nc3ccc(S(=O)(=O)N4CCC(C(=O)NC5CCCCCC5)CC4)cc13)CCCC2	-8	2	7	8	0	14	0.98	-1	-2
COc1ccc(/C=N/NC(=O)c2c(-c3ccccc3)noc2C)cc1[N+](=O)[O-]	-3	8	-18	-1	-7	10	0.93	0	-1
O=P(O)(O)c1ccccc1OCCOCCOCCOCCOc1ccccc1P(=O)(O)O	5	3	-7	-7	-8	14	0.97	-3	2
CCOc1ccc(S(=O)(=O)N2CCN(C(=O)c3ccco3)CC2)cc1	10	2	17	-5	-6	13	0.98	0	4
O=C(/C=C/c1ccc(Cl)c(Cl)c1)N1CCOCC1	-17	-6	-16	-7	-13	28	1.1	-2	6
Cc1nc(NC(C)c2ccccc2)c2c3c(sc2n1)CCC3 (stereo not given)	16	0	4	-2	-6	17	1	-5	29
COc1cc(C(CCN2CCN(c3ccccc3)CC2)c2c(OC)cc(OC)c3c(C)cc(=O)oc23)cc(OC)c1OC (stereo not given)	10	0	2	3	3	17	1	-8	-1
Cc1ccc(OCCCn2c(CO)nc3ccccc32)cc1	18	3	-22	-1	-1	-2	0.97	-3	20
CN(Cc1cnn(C)c1)C(=O)C1CCC(=O)N(C2CCCCCC2)C1 (stereo not given)	3	-10	7	-5	14	25	1.1	3	17
CCOC(=O)c1sc(NC(=O)CSCc2c(C)noc2C)nc1C	-4	2	-4	0	-5	14	0.98	-3	-5
CN(C(=O)c1ccc(N2CCOCC2)c([N+](=O)[O-])c1)C1CCCCC1	10	3	-2	-2	1	7	0.97	2	6
CCOc1cc(S(=O)(=O)N2CCCCC2)ccc1Cl	25	2	-1	4	0	38	0.98	-2	30
Fc1ccc(Cn2c(SCc3ccc(F)c(F)c3)nnc2C(F)(F)F)cc1	22	5	-3	2	-1	9	0.95	-3	25
CCC(=O)N1CCc2cc(S(=O)(=O)NCCC(=O)Nc3ccc(OC)cc3)ccc21	-4	-4	23	-4	-7	6	1	3	23
Cc1[nH]c2ccccc2c1C(=O)CSc1ccc(Cl)cc1	-12	-10	-14	-1	-2	17	1.1	-3	-5
Cc1ccc(S(=O)(=O)C(F)(F)F)cc1NC(=O)c1cccnc1	1	-1	-4	-1	-2	12	1	-3	12
COc1ccc(NC(=S)N(CCCOC(C)C)C2CCN(C(C)=O)CC2)cc1Cl	4	-13	5	-3	-2	-1	1.1	1	17
Nc1cc(Cl)ccc1N1CCCC1	4	6	7	-3	-8	11	0.94	-2	2
CNS(=O)(=O)c1cc(Cl)ccc1Sc1ccccc1C(=O)O	6	14	9	-3	-10	24	0.86	-2	11
CCN1CCN(c2ccc(NC(=O)c3cccc(N4CCCC4=O)c3)cc2)CC1	3	0	0	-1	-1	17	1	-2	3
Cc1cccc(CC(=O)Nc2ccc(C(=O)N3CCOCC3)cc2)c1	-1	0	8	-1	-5	14	0.99	-1	0
OC(CNC1CCCCC1)COCCOc1ccc(Br)cc1 (stereo not given)	8	6	0	2	-5	19	0.94	-3	6
COc1ccc(C(C)(C)C)cc1S(=O)(=O)N1CCC(C(N)=O)CC1	8	4	4	0	-2	8	0.96	0	1
O=C(Cc1cc(=O)[nH]c(=O)[nH]1)N1CCN(C(=O)c2ccco2)CC1	8	6	12	0	-2	4	0.94	0	2
Nc1c(C(=O)CSc2n[nH]c(-c3ccccc3Br)n2)c(=O)[nH]c(=O)n1C1CC1	-3	11	-3	11	-6	11	0.89	1	-15
CCC(Nc1ccc(OC)cc1)C(=O)N/N=C/c1ccc([N+](=O)[O-])cc1 (stereo not given)	6	7	-14	2	0	5	0.93	-3	5
CC(Oc1ccc(Cl)cc1)c1ccnn1S(C)(=O)=O (stereo not given)	-3	-3	2	0	-1	-31	1	0	20
CCc1ccc2c(c1)C(NC(C)=O)C(=O)N2CC (stereo not given)	-2	1	0	0	-8	9	0.99	1	8
COc1ccc(Oc2c(C)oc3c(CN(C)C)c(O)ccc3c2=O)cc1	-7	18	10	0	-1	5	0.82	-1	0
O=C(NCc1ccccc1)Nc1cc(Cl)ccc1Cl	-23	-25	-26	-2	-4	-7	1.2	-1	-11
CCn1c2ccccc2c2cc(NC(=O)C(=O)N3CCOCC3)ccc21	-5	0	-8	-6	-3	5	0.99	-4	-9
CCS(=O)(=O)n1nc(-c2ccco2)nc1SC	0	22	1	-3	1	2	0.78	0	14
O=C(NCC1CCCO1)C1c2ccccc2C(=O)N1C1CCCCCCC1 (stereo not given)	-1	5	-5	3	1	11	0.95	0	20
C/C(=N\NC(=O)c1cccc(S(=O)(=O)N2CCOCC2)c1)c1cc2ccccc2o1	7	2	-30	2	-4	14	0.98	2	2
O=C(N/N=C/c1ccco1)c1cc(-c2ccc(Br)s2)[nH]n1	-10	16	2	1	-6	8	0.84	1	-18
Cc1[nH]nc(Nc2ccc(Br)cc2)c1[N+](=O)[O-]	5	15	4	4	0	52*	0.85	0	-5
O=C(N1CCOCC1)C12CC3CC(C1)CC(c1ccccc1)(C3)C2	13	11	-11	-3	-3	9	0.89	-2	19
Cc1ccc2nc(CSc3nc(C)cc(C)c3C#N)[nH]c2c1	36	-14	-15	-3	-8	25	1.1	-4	19
O=C1Nc2ccc(S(=O)(=O)NCc3ccco3)c3cccc1c23	-8	12	5	4	-1	7	0.88	-2	-10
O=C(N/N=C/c1ccccc1)c1c(O)c2ccccc2[nH]c1=O	11	10	0	1	-8	55*	0.9	-5	-31
COc1ccc(-n2cc(CNC3CCOCC3)c(-c3cccc(F)c3)n2)cc1	4	-1	3	1	-6	16	1	-5	17
CN(CC(=O)NCc1ccccc1Cl)CC(=O)Nc1ccccc1Br	-7	2	3	4	-6	17	0.98	-2	10
Cc1ccc(NC(=O)CCN2CC(C)OC(C)C2)cc1C (stereo not given)	-13	-5	-11	0	-2	16	1.1	0	-21
CC(NC(=O)CNC(=O)c1ccc2c(c1)OCO2)c1ccc(S(N)(=O)=O)cc1 (stereo not given)	7	1	14	3	4	1	0.99	0	-13
O=C(O)C1=C[C@@H](c2ccc3c(c2)OCO3)C[C@@H](OCCCCO)O1	-15	-2	20	-5	-10	13	1	-6	1
Cc1nnc(SCC(=O)N2CC(=O)Nc3ccccc32)s1	7	-1	0	-1	-4	10	1	1	-16
Cc1c2c(c(C)n1C)C(C(=O)NC1CCCCC1)N(Cc1ccccc1)C2=O (stereo not given)	19	-12	-12	-10	-7	22	1.1	-4	45*
Cn1cc(Br)c(C(=O)Nc2sc3c(c2C#N)CCC3)n1	31	10	6	-4	-5	7	0.9	3	27
COc1ccc(C(=O)/C=C/Nc2ccc(S(=O)(=O)Nc3nc(C)cc(C)n3)cc2)c(OC)c1	-7	7	4	-1	-8	-2	0.93	-2	3
CCCCn1nc(C(=O)Nc2ccccc2N2CCCC2)c2ccccc2c1=O	11	13	8	-3	-7	15	0.87	-8	12

Further compounds
Compound	TIM10 inh	mIAP block	hIAP block	APOBEC3A inh	A3G deaminase	NALP3 yeast inh	mIAP activ	MIN6 prolif	tim10-1 inh
O=c1cc(CNc2cc(Cl)ccc2Cl)nc2sccn12	23	0	12	1	1	2	1	2	25
Cc1ccc(N(C(=O)c2ccccc2Cl)C2=NC(C)CS2)c(C)c1 (stereo not given)	6	-8	-2	3	3	24	1.1	-6	27
O=C(O)CSc1cccc[n+]1[O-]	5	13	7	-5	-8	3	0.87	-3	7
COc1ccc(C(C)NC(=S)NCc2ccc(F)cc2)cc1OC (stereo not given)	-3	-13	0	-5	-7	9	1.1	3	-2
CN(C)c1oc(-c2ccccc2[N+](=O)[O-])nc1C#N	11	4	14	3	27	18	0.96	3	13
CCC1COCCS(=O)(=O)N1Cc1ccc(F)cc1 (stereo not given)	-15	-4	7	3	0	6	1	-4	14
COc1cccc(N2CCN(C(=O)CN(C)S(=O)(=O)c3ccc4c(c3)CCC(=O)N4)CC2)c1	-1	10	8	-1	3	14	0.9	-3	-2
CSc1nc2ccc(NS(=O)(=O)c3ccc(CNC(C)=O)cc3)cc2s1	7	-10	-17	-1	-7	12	1.1	-2	4
CCOC(=O)c1cc(Br)c(=O)n2ccccc12	0	-1	14	0	-1	31	1	-1	-2
C=CCn1c(SCC(=O)N2CCCCCC2)nc2ccccc2c1=O	-44	-3	0	-1	-4	22	1	0	-34
CC(=O)c1cccc(N(CC(=O)N2CCOCC2)S(C)(=O)=O)c1	-20	-12	-17	1	0	3	1.1	-2	-12
O=S(=O)(c1cccs1)N1CCN(c2ccc(F)cc2)CC1	3	7	-6	-1	-8	44	0.93	0	-5
C=CCC(c1ccccc1F)N(CCN1CCOCC1)C(=O)Nc1cccc(Cl)c1 (stereo not given)	1	-20	6	1	-1	1	1.2	1	35
Cc1cc(NC(=O)CSc2nc(CCC3CCCC3)nc3ccccc23)no1	25	3	-7	1	1	-7	0.97	0	21
Fc1ccccc1CNC(=S)NCc1ccc(Cl)cc1	25	-58	-16	-6	-4	13	1.6	1	31

Random draw from the library; any-hit rate near 4.6%.
